Source: PubChem BioAssay (several laboratories)
5HT1a ag: 5-HT1a (human) receptor agonism; P08908; activation, % at 10 µM; AID 567; actives 0.56% (n = 65,000); CHO 5-HT1a Ga15 NFAT-bla reporter, FRET ratio; 0% basal, 100% maximal reference agonist;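 active = activation above the screen-wide mean activation plus 3 SD, cut at about 19% in these data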;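 note: 0% = DMSO wells and 100% = 5-CT at EC100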
FXIIa mix inh: factor XIIa (human) inhibition, mixture screen; P00748; purified FXIIa, fluorogenic substrate, pooled mixtures; inhibition, % at 5 µM; actives 0.2% (n = 62,000);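 note: 0% = enzyme without compound and 100% = no enzyme blank; some results filed as inactive read as strong as hits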
C1s block: human complement C1s inhibition; P09871; actives 0.16% (n = 62,000); purified C1s, fluorogenic AMC substrate, pooled mixtures; mean inhibition % of two 10-compound mixtures (hits give high values), % at 5 µM (by protocol);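 active = inhibition above 20% in each of the two 10-compound mixture wells holding the compound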;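 note: 0% = enzyme wells lacking compound mixture and 100% = no-enzyme blank wells; some compounds called inactive have numbers as strong as hits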
Target sequence (P09871 16-437 limits assumed): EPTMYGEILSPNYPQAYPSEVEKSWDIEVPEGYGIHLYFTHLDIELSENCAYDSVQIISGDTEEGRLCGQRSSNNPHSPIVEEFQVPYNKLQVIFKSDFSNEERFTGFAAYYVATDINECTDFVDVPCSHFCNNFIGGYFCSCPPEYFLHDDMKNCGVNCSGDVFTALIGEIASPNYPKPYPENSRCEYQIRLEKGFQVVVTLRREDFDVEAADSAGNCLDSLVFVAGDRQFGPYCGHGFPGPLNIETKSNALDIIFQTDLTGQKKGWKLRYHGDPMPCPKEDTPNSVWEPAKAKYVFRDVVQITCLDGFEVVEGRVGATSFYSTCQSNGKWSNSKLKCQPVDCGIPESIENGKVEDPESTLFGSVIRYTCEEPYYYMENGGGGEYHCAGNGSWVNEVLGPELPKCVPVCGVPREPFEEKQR
Target sequence (P09871 438-688 limits assumed): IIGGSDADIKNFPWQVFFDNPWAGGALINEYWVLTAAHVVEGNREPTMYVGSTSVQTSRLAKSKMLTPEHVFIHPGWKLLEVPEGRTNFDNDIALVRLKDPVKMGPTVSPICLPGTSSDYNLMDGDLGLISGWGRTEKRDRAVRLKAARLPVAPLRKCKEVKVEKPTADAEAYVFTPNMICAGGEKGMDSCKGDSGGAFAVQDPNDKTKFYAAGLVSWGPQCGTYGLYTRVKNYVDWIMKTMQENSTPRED
Hsp90 block: displaces geldanamycin probe from tumor Hsp90. P07900. inhibition, % at 30 µM. actives 0.35% (n = 64,000). NCI-N417 lysate Hsp90, Cy3B-geldanamycin FP displacement;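 active = inhibition above 50%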;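 note: 0% = tracer plus lysate wells and 100% = tracer alone without lysate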
CatL block: blocks human cathepsin L protease activity | P07711 | inhibition, %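 (tested at 10 µM)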 | actives 0.17% (n = 58,000) | AID 460 | purified cathepsin L, fluorogenic substrate, fluorescence; in the data active = inhibition above about 45%;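 note: 0% = enzyme with no compound and 100% = no enzyme blank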
CatG inh: cathepsin G (human) inhibition. inhibition, % at 5 µM (by protocol). P08311. purified enzyme, AMC-tetrapeptide fluorescence, pooled mixtures. actives 0.2% (n = 62,000). AID 581;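 active = inhibition above 20% in each of the two mixture wells holding the compound; inactive = inhibition of 20% or less in either well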;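 note: 0% = enzyme control without mixture and 100% = blank lacking enzyme; strong numbers were not always called active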
Target sequence (P08311 21-244 limits assumed): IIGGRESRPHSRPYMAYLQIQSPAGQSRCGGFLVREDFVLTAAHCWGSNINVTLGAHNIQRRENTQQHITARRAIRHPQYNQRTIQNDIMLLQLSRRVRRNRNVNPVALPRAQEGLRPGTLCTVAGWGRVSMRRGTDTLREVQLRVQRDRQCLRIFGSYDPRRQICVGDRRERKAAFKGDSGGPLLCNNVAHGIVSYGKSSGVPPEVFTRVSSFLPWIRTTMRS
DUSP1 inh: human dual specificity phosphatase 1 inhibition | inhibition, %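 (compounds tested at a single concentration somewhere between 10 and 100 µM)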 | recombinant MKP-1, OMFP hydrolysis fluorescence | actives 0.15% (n = 65,000) | AID 374 | P28562;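 active = inhibition above about 50%, limit read from the data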;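 note: 0% = DMSO max control wells and 100% = wells with enzyme stopped by NaOH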
Cdc25B inh: human M-phase inducer phosphatase 2 inhibition; P30305; recombinant Cdc25B, OMFP fluorescence Ex485/Em525; inhibition, %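 (compounds tested at 10 µM final in the well)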; actives 0.1% (n = 65,000); AID 368; in the data active = inhibition above about 50%
FXIa inh mix: factor XIa (human) inhibition, mixture screen; P03951; purified FXIa, fluorogenic substrate, pooled mixtures; inhibition, % at 5 µM; actives 0.19% (n = 62,000);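 note: each value is inhibition by a whole ten-compound pool holding the compound; 0% = enzyme with no mixture and 100% = wells lacking enzyme; strong numbers were not always called active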
Numbers without * were called inactive; . = no result given. Cut-off read from the data, not from the text of the source, unless noted: active = inhibition above about 20% (passing the limit was not always enough); inactive = the rest.

SMILES	5HT1a ag	FXIIa mix inh	C1s block	Hsp90 block	CatL block	CatG inh	DUSP1 inh	Cdc25B inh	FXIa inh mix
CC(=O)N1C(c2ccccc2)CC(=O)OC1c1ccc2c(c1)OCO2 (configuration not stated)	-3.1	21	1	2	.	0	-9	-2	8
CCC(C)(C)NC(=O)CN(CC1CCCO1)C(=O)CCC(=O)Nc1nccs1 (configuration not stated)	-1.4	-3	-1	-2	25	8	21	0	16
Cc1cccc(NC(=O)CC2SC(=NC3CCCCC3)NC2=O)c1 (configuration not stated)	-1.4	6	-29	.	-12	6	8	-9	-1
Cc1ccc(NC(=O)CC2SC3=NCCN3C2=O)cc1 (configuration not stated)	-1.8	11	-22	.	-2	7	.	.	6
CCCCCOC(=O)Cc1c(C)nc(-c2ccccc2)[nH]c1=O	-1.0	.	.	-1	-10	.	-3	-4	.
CC(C)(C)c1cc(Cc2ccccc2)[nH]n1	-1.2	4	22	2	-4	8	12	0	0
O=C(Nn1cnc2ccccc2c1=O)c1ccc(F)cc1Cl	-4.3	2	-9	-3	-11	-4	5	-6	1
COc1ccc(N2CCN(Cc3cc(=O)oc4cc(-c5ccccc5)c(O)cc34)CC2)cc1	-1.7	-12	21	-5	-8	15	12	4	5
COc1ccc(N2CCN(C(=O)c3ccc(S(=O)(=O)N4CCOCC4)cc3)CC2)cc1	-3.1	-6	-11	1	8	8	7	17	3
CCOc1ccc2c(c1)cc(CN(C(=O)CC)C1CCCCC1)c1nnnn12	2.8	10	11	-3	11	10	-13	-2	4
O=C(Nc1ccc2c(c1)OCO2)N1CCOCC1	2.0	0	-27	-5	3	-2	-11	-8	-1
CCOC(=O)C1CCN(C(=O)C2CC(=O)N(c3ccc(C)cc3)C2)CC1 (configuration not stated)	-4.3	1	-50	0	-9	-15	15	1	-4
CCOC(=O)C1CCN(C(=O)c2cc(OCC)c(OCC)c(OCC)c2)CC1	-2.2	-8	43	1	2	12	0	-9	6
CCOc1ccccc1N(CC(=O)NC1CCCC1)C(=O)CCCC(=O)Nc1ccccn1	-2.4	-23	11	0	5	8	8	-8	4
O=C(O)c1cc(O)c2c(c1)C(=O)c1cccc(O)c1C2=O	0.0	-16	19	139*	19	14	1	-5	6
O=C1C=C(N2CCN(C(=O)c3ccccc3)CC2)C2(CCCCC2)O1	-3.6	15	7	0	20	3	8	-6	7
O=C(O)CCCCCNC(=O)c1cccc(Br)c1	-1.9	4	-7	-2	.	1	8	2	-3
O=C(c1cc(-c2cccc(O)c2)on1)N1CCc2ccccc2C1	-3.7	-6	-1	-4	.	6	10	-11	-1
O=C(COC(=O)c1ccncc1)NCc1ccccc1	-0.6	6	23	-6	1	26	-1	2	35
CC1(C)CC(=O)C(C(C2=C(O)CC(C)(C)CC2=O)c2cccnc2)C(=O)C1 (configuration not stated)	-0.8	2	3	0	.	8	-22	1	12
O=C(O)CCSCC(=O)c1ccc2c(c1)OCCO2	-2.4	-9	4	-5	-9	2	0	8	7
Cc1ccc(NC(=O)CSc2nnc(Cc3cccn3C)n2-c2ccc(F)cc2)c(C)c1	0.8	16	17	2	12	9	10	-12	5
Cc1sc2ncnc(Sc3nnc4sc5ccccc5n34)c2c1C	-3.5	0	9	.	-10	12	8	-5	1
CCc1ccc(NC(=O)CSc2nnc(-c3ccccn3)n2C)cc1	-5.5	13	-15	-3	0	-2	-9	-1	4
O=C(CCc1ccccc1)Nc1nnc(-c2cccs2)o1	0.4	2	-10	-2	.	-1	8	-13	10
Cc1nnc(NC(=O)CSc2nc3c(c(=O)n2C)SC(C)C3)s1 (configuration not stated)	-0.7	7	-1	-2	29	-38	-6	-15	8
O=C(c1cccc(C(F)(F)F)c1)N1CCN(C2CCCCC2)CC1	-1.5	6	-10	-3	3	-7	8	-10	-13
CCOc1ccc(N2C(=O)CC(N(O)c3ccccc3)C2=O)cc1 (configuration not stated)	-1.2	3	13	42	-8	10	-2	0	7
CCc1ccc(C2C(C#N)=C(N)SC(N)=C2C#N)cc1	-0.1	-17	6	1	11	1	-4	-3	5
O=C(O)C1CC=CCC1C(=O)NCc1ccccc1 (configuration not stated)	-0.2	2	-58	-6	1	-8	1	-9	-18
CCC(=O)NCCN1CCN(C(=O)CC)CC1	-0.1	-1	20	-5	15	46	-11	4	8
N#Cc1c(N2CCOCC2)nc(N2CCCCC2)c2c1CCN(C1CCCCC1)C2	0.8	2	9	-3	1	10	-20	-10	8
COc1cccc(C2/C(=C(\O)c3ccc(OC)c(OC)c3)C(=O)C(=O)N2c2cc(C)on2)c1 (configuration not stated)	-0.8	.	.	-2	27	.	-13	-21	.
CCOC(=O)N1CCC(NC(=O)CS(=O)(=O)Cc2nc(-c3ccc(C)cc3)oc2C)CC1	-1.4	6	-9	-1	.	5	8	-17	-2
C=CCNc1nc(NCCO)nc(N2CCCC2)n1	0.5	9	-36	-4	19	6	2	4	7
CSc1nsc(SCC(=O)Nc2ccc3c(c2)OCCO3)n1	2.4	6	-6	1	-11	-6	6	5	2
COc1ccc(Cl)cc1CN1CCN(c2nc(C)cc(C)c2C#N)CC1	9.8	6	2	-4	3	9	-26	-31	-4
Cc1cccc(NC(=O)CSC(N)=O)c1C	-4.3	7	9	-2	.	10	-11	-10	5
CCCc1c(O)nc(SCc2ccccc2)[nH]c1=O	0.7	4	5	-3	-6	2	-3	-17	7
CC(=O)N1CCN=C1SCc1ccc(C)cc1	-4.7	1	1	0	.	-1	4	-2	5
O=C(COc1cccc2cccnc12)Nc1nccs1	-1.6	-20	2	-4	22	9	3	-11	1
Cn1c(=O)[nH]c(=O)c2c1nc(N1CCCCC1)n2CC(O)CN1CCCCC1 (configuration not stated)	-2.8	3	-2	0	.	7	-12	-4	5
CCC(=O)N1CC2(C)CN(C(=O)CC)CC(C)(C1)C2	-1.2	12	-19	.	6	-7	13	-2	2
CCN1C(=O)C2C(c3cccc(F)c3)NC(C)(C(=O)OC)C2C1=O (configuration not stated)	-1.7	0	13	-1	-4	11	-12	-5	7
Cc1ccc(C2CC(c3cccc(C)c3)n3nc(N)nc3N2)cc1 (configuration not stated)	-0.7	7	1	-1	.	8	34	11	4
O=C(CCc1c[nH]c2ccccc12)NCC1CCCO1 (configuration not stated)	-2.0	3	4	-2	2	-5	4	-9	7
CCN(CC)S(=O)(=O)N1CCC(C(=O)NC(C)CCc2ccccc2)CC1 (configuration not stated)	-1.8	7	-29	1	5	-8	9	-9	0
Cc1ccccc1-c1nc(Cc2ccc(Cl)cc2)no1	2.0	2	0	-3	14	13	4	5	-1
Cc1ccc(-c2nn3c(C)nnc3c3ccccc23)cc1S(=O)(=O)NCc1ccco1	1.1	6	4	-19	-5	-2	15	2	7
CN(c1ccc(C(=O)NCc2ccccc2)cc1)S(C)(=O)=O	0.2	-17	3	5	-2	1	-13	1	7
O=S(=O)(c1ccc(Cl)s1)N1CCN(c2ncccn2)CC1	-2.4	9	1	-3	22	-2	3	-6	3
Cn1c(N)c(C(=O)COC(=O)C2(c3ccc(F)cc3)CCCC2)c(=O)n(C)c1=O	-0.9	5	0	2	6	8	27	-4	-2
Cc1nn(-c2ccccc2)c2sc(C(=O)N3CCc4ccccc4C3)cc12	-1.4	1	-21	-5	24	1	1	-13	-6
CN1CCN(CCCNc2nc3ccccc3c3nc(-c4ccccc4)nn23)CC1	-1.3	7	2	-3	-5	1	3	-13	5
COc1ccc(C(=O)N/C(N)=N/c2nc3ccccc3o2)cc1	3.7	.	.	2	2	.	-18	9	.
CC1(C)CC2CC(C)(CN2c2ncnc3ccccc23)C1 (configuration not stated)	2.5	3	-30	-7	9	1	-3	-10	6
CCn1nnc(NC(=O)c2ccc(-c3ccc(Cl)cc3)o2)n1	-3.2	3	4	-1	10	-5	-8	-20	2
O=C(OCCN=C1NS(=O)(=O)c2ccccc21)C1CC(=O)N(c2ccc(Cl)cc2)C1 (configuration not stated)	-1.8	3	21	0	-4	13	2	-18	9
Cc1oc(-c2ccccc2F)nc1CS(=O)(=O)CC(=O)NCCCN1CCc2ccccc2C1	1.1	2	-36	-5	32	7	-12	-11	-3
O=C1c2ccccc2C(=O)N1CCc1nc2ccccc2c(=O)n1CCCn1ccnc1	0.4	0	-10	-1	6	-8	3	-12	2

New compounds follow.
SMILES	5HT1a ag	FXIIa mix inh	C1s block	Hsp90 block	CatL block	CatG inh	DUSP1 inh	Cdc25B inh	FXIa inh mix
O=C(CNS(=O)(=O)c1ccc(Br)s1)N1CCC(N2CCCCC2)CC1	-2.0	6	17	-5	18	10	4	-7	2
O=c1cc(NCc2ccccc2)c2ccccc2o1	-2.2	3	6	-4	8	-1	4	-5	-4
COc1ccc(/C(O)=C2/C(=O)C(=O)N(Cc3ccco3)C2c2cccs2)cc1 (configuration not stated)	0.8	.	.	-2	6	.	-15	-4	.
O=C1CC(NC23CC4CC(CC(C4)C2)C3)C(=O)N1c1ccc2c(c1)OCO2 (configuration not stated)	-2.8	0	-1	-5	7	-3	-2	-1	10
N=c1ccccn1CC(O)COc1ccccc1 (configuration not stated)	0.2	9	2	-2	13	0	15	-3	0
CCOCCN1CCN(c2c(C)c(C)nc3cc(-c4cc(OC)cc(OC)c4)nn23)CC1	-1.0	10	-2	-6	9	-2	29	-25	6
CC1Cc2ccccc2N1C(=O)CSc1nc2cc3c(cc2cc1C#N)OCO3 (configuration not stated)	0.2	2	-4	-5	25	-5	-11	1	-2
CCC(C)(NC(=O)c1ccc(=O)[nH]c1)C(=O)NC1CCCC1 (configuration not stated)	-3.1	1	-16	-4	-1	6	-4	49	1
COc1cccc(C(=O)N2CCN(Cc3ccccn3)CC2)c1OC	0.9	.	.	0	3	.	-14	8	.
COc1ccc(CCNC(=O)CSC2=Nc3ccccc3C3=NC(C(C)C)C(=O)N23)cc1OC (configuration not stated)	-0.4	6	-26	-4	.	-2	11	5	-13
CC(=O)Nc1ccc(S(=O)(=O)NCCC(=O)OCCN2C(=O)c3ccccc3C2=O)cc1	0.1	-25	-2	0	6	0	-20	0	5
O=C(Nc1cccnc1)c1ccc(Br)s1	-0.3	6	6	-8	24	1	26	-1	-5
CN=C(Nc1cc(C)nn1CCC#N)c1ccc(F)cc1	-2.3	-19	10	2	2	8	22	-12	-1
CCOC(=O)c1sc(NC(=O)c2cccnc2)nc1C	-1.1	6	-30	-2	1	0	6	-3	8
CCOc1ccc(C(F)(F)F)cc1NC(C)=O	-1.4	1	-37	.	3	-9	12	-11	4
CCOC(=O)/C(C#N)=C1/C=CNC(=O)N1	-5.0	9	2	-3	6	-7	8	-4	3
Cc1[nH]nc(N=CC2=C(O)CC(C)(C)CC2=O)c1-c1ccccc1	0.0	11	-3	0	-7	3	-1	4	24

Arranged by SMILES length (low to high): part of the list above.
SMILES	5HT1a ag	FXIIa mix inh	C1s block	Hsp90 block	CatL block	CatG inh	DUSP1 inh	Cdc25B inh	FXIa inh mix
O=C(Nc1cccnc1)c1ccc(Br)s1	-0.3	6	6	-8	24	1	26	-1	-5
CCOC(=O)c1sc(NC(=O)c2cccnc2)nc1C	-1.1	6	-30	-2	1	0	6	-3	8
CN=C(Nc1cc(C)nn1CCC#N)c1ccc(F)cc1	-2.3	-19	10	2	2	8	22	-12	-1
COc1cccc(C(=O)N2CCN(Cc3ccccn3)CC2)c1OC	0.9	.	.	0	3	.	-14	8	.
Cc1[nH]nc(N=CC2=C(O)CC(C)(C)CC2=O)c1-c1ccccc1	0.0	11	-3	0	-7	3	-1	4	24
CC(=O)Nc1ccc(S(=O)(=O)NCCC(=O)OCCN2C(=O)c3ccccc3C2=O)cc1	0.1	-25	-2	0	6	0	-20	0	5

No enrichment for hits; any-hit rate near 1.6%.
